Source: PubChem
GRP78 ERSR act: induces the endoplasmic reticulum stress response in human glioma cells; U87-MG GRP78 promoter luciferase reporter, 16 h; Potency, µM, for inactives: top-dose activation, most hits filed as activators; 420,000 compounds, 0.02% hits; AID 602332; note: potency is the fitted concentration of half-maximal effect; series mostly up to about 76 µM; % of control where 0% means no effect; nearly all actives have a fitted effect of over 35% in size
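ERSR induction read as luciferase luminescence (Bright-Glo, 10 min at room temperature) in stably transfected human U87-MG glioma cells exposed to compounds for 16 h, using GRP78 as sensor.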
Pol beta inh: DNA polymerase beta (human) inhibition | Potency, µM (doses to about 114 µM), for the others: top-dose activity change, negative = inhibition, actives largely listed as inhibitors | 340,000 compounds, 1.3% hits | P06746 | Pol beta primer extension/strand displacement, fluorescence kinetic; note: potency is the fitted concentration of half-maximal effect; % is set by controls: 0 for no effect and ±100 for the full control effect
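Reaction started by 50 nM substrate onto compound-treated Pol beta (10 nM, 15 min preincubation, room temperature); plates read at 0 min and 10 min. Normalized concentration-effect data fitted by four-parameter Hill equation.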
Pol eta inh: DNA polymerase eta (human) inhibition. recombinant Pol eta, fluorescent DNA replication assay. Q9Y253. Potency, µM (highest dose often 114 µM), for the others: at the highest dose activity change, negative = inhibition, hits mostly inhibitors. AID 588591. 390,000 compounds, 1.2% hits; note: potency is the fitted concentration of half-maximal effect; % is set by controls: 0 for no effect and ±100 for the full control effect
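Fluorescent replication assay: 50 nM final substrate added after a 15 min room-temperature compound preincubation with 10 nM enzyme. Signal taken at 0 min and again at 10 min.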
BLM inh: inhibitors of human Bloom syndrome helicase BLM. P54132. AID 2528. 350,000 compounds, 0.2% hits. recombinant BLM DNA unwinding, fluorescence dequenching. Potency, µM (titrated, usually from 56.1 µM), for the others: top-dose activity change, negative = inhibition, actives largely listed as inhibitors;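 note: potency is the fitted concentration of half-maximal effect; plate controls were vehicle for no effect and no enzyme for full effect; nearly all actives have a fitted effect of over 35% in size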
LDHA block: blocks human lactate dehydrogenase A | P00338 | purified LDHA, NADH/diaphorase-resazurin fluorescence; hits give low values | activity change, % (values are at about 110 or 230 µM) | 480,000 compounds, 0.15% hits; in the data active = activity change below about -30%; inconclusive = mostly about -25% to -30%;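 note: plate controls were DMSO wells for no effect and wells without enzyme for full effect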
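LDH5 2 nM; NADH 0.06 mM, pyruvate 0.2 mM; 200 mM Tris pH 7.4, EDTA, Tween-20; 5 min RT. Detection: diaphorase 0.133 mg/mL + resazurin 37 µM, fluorescence ex540/em590 at 0 and 20 min; normalized to enzyme-free and DMSO wells.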
Anesthetic bind: candidate novel general anesthetic via apoferritin binding | P02791 | apoferritin/1-aminoanthracene competitive binding, fluorescence | Potency, µM (doses to about 77.5 µM), for inactives: at the highest dose activity change, negative = displacement, hits mostly inhibitors | 350,000 compounds, 0.074% hits | AID 485281; note: potency is the fitted concentration of half-maximal effect; % is set by controls: 0 for no effect and ±100 for the full control effect; nearly all actives have a fitted effect of over 20% in size
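Concentration-response curves derived by four-parameter Hill fitting of normalized fluorescence, where compounds displaced 1-AMA from 10 uM horse apoferritin following a brief 10 min room-temperature incubation; propofol titration acted as positive control.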
POLI inh: DNA polymerase iota (human) inhibition; Q9UNA4; Pol iota fluorescent replication assay, 10 min; Potency, µM (series often up to 115 µM), inactives show at the highest dose activity, negative = inhibition, hits mostly inhibitors; 390,000 compounds, 1% hits; note: potency is the fitted concentration of half-maximal effect
Target sequence (Q9UNA4 whole entry, looked up): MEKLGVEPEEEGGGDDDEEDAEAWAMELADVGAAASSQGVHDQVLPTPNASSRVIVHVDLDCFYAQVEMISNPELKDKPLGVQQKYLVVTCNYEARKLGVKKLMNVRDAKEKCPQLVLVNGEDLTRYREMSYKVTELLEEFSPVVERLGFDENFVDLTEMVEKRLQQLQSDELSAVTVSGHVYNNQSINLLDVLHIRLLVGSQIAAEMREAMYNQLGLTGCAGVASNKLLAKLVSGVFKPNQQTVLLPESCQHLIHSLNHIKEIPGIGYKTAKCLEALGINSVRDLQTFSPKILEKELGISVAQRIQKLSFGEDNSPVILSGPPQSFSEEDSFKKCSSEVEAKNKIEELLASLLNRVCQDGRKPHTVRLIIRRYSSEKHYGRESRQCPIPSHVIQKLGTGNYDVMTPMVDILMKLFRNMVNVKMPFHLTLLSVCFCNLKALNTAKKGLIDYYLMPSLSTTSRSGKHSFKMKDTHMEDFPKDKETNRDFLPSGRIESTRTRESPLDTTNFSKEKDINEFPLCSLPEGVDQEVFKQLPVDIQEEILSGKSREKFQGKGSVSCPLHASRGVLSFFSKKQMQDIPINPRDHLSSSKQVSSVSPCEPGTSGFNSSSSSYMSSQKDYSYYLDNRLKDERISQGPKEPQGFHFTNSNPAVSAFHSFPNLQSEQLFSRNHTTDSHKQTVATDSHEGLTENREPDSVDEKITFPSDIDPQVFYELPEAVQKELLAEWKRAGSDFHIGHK
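Pol iota at 10 nM preincubated 15 min with compounds at room temperature; reaction started with fluorescent substrate, 50 nM final. Fluorescence read kinetically at 0 and 10 min; buffer-only wells as negative control.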
APE1 inh: blocks human APE1 abasic DNA cleavage; P27695; recombinant APE1, TAMRA/BHQ-2 abasic DNA cleavage fluorescence; Potency, µM (highest dose often 65.8 µM), for inactives: at the top dose activity change, negative = inhibition, most hits filed as inhibitors; 350,000 compounds, 0.35% hits;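 note: potency is the fitted concentration of half-maximal effect; plate controls were vehicle for no effect and reference inhibitor for full effect; nearly all actives have a fitted effect of over 55% in size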
Target sequence (P27695 whole entry, looked up): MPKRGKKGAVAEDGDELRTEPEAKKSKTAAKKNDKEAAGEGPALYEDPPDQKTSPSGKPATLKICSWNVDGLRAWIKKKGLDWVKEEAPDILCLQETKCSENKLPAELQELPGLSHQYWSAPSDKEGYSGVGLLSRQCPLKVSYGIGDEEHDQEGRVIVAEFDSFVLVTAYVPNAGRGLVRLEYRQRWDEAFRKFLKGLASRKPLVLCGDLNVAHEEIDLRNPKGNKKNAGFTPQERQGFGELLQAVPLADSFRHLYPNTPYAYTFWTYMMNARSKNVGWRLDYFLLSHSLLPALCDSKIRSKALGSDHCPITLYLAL
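Enzyme (0.75 nM final) and test compound are incubated 15 min at room temperature before adding 50 nM quenched THF abasic-site duplex. Cleavage dequenches TAMRA, followed at 525/598 nm over three reads one minute apart.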
POLK inh: inhibitors of human DNA polymerase kappa. Q9UBT6. purified Pol kappa, fluorescent DNA synthesis assay, 10 min. Potency, µM (series often up to 107 µM), for the others: at the top dose activity, negative = inhibition, actives largely listed as inhibitors. 400,000 compounds, 0.53% hits; note: potency is the fitted concentration of half-maximal effect; % is set by controls: 0 for no effect and ±100 for the full control effect
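Kinetic fluorescence readout at 0 and 10 min followed reaction start with substrate at 50 nM final. Beforehand, enzyme (10 nM Pol kappa) stood 15 min with compound at room temperature; buffer-only wells were negative controls.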
* hit, by the source's call; ? = inconclusive; · = no result given; & = joins results of further samples; [ ] = another dose, or the depositor's remark. Unless noted, calls come from the whole dose curve; as a rule, active = well fitted curve in the direction sought with a large enough effect; inconclusive = small, poorly fitted or top-dose-only effect, or another doubt; inactive = no such curve, though single readings can be large; an effect the other way counts as inactive or inconclusive. Some of the compounds tested; the hit share may differ from the screen's.

molecule | POLI inh | Pol eta inh | GRP78 ERSR act | Pol beta inh | Anesthetic bind | LDHA block | BLM inh | POLK inh | APE1 inh
O=C(Nc1ccccc1)N1N=CCC1c1ccccc1 (stereo unspecified) | 69%[activator] | -15% | 2% | 44% | -15% | -12 | -2% | -10% | 3%
O=C(Nc1ccc(F)c(Cl)c1)C1CCCCC1 | 27% | -14% | -2% | · | · | -2 | · | 4% | -12%
Cc1nc2ccccc2cc1C(=O)N(C)Cc1ccccc1 | 10% | -22% | 2% | 19% | -3% | -3&9 | -5% | 6% | 2%
O=C1CN(S(=O)(=O)c2cc(Br)ccc2Br)CCN1 | 10% | -11% | -5% | · | · | -3 | · | 8% | -7%
CC1(c2ccccc2)NC(=O)N(CC(=O)Nc2cc(S(=O)(=O)N3CCOCC3)ccc2Cl)C1=O (stereo unspecified) | 13% | -14% | -3% | -11% | -15% | -2 | 1% | 0% | -6%
CC(/C=N/NC(=O)c1cc(-c2ccc(C)o2)[nH]n1)=C\c1ccccc1 | -9% | 2% | -4% | ? | -1% | -9 | 4% | -10% | 0%
Cc1ccc(S(=O)(=O)c2nnn3c2nc(N2CCN(c4ccc(F)cc4)CC2)c2cc(Cl)ccc23)cc1C | 31%[activator] | -17% | -3% | 26% | 2% | -5 | -4% | 11% | ·
CCc1ccccc1N(CC(=O)NC1CCCCC1)C(=O)CCC(=O)Nc1ccccn1 | 9% | -17% | -3% | -17% | 3% | -7 | -1% | -12% | 1%
CCCn1c(N2CCN(CC(=O)Nc3ccc4c(c3)OCCO4)CC2)nc2ccccc21 | ? | -3% | 0% | 1% | -11% | -1 | -6% | 0% | -6%
O=C(CCCCn1c(=O)c2ccccc2n(Cc2ccccc2F)c1=O)NCc1ccccc1Cl | 6% | -6% | -2% | 0% | -8% | -2 | -2% | -5% | ·
CC(C)C(=O)NC(=S)Nc1ccc(S(=O)(=O)N(C)C)cc1 | 12% | -14% | 1% | 7% | -6% | -7 | 2% | 5% | 1%
O=C(O)c1ccc(-n2c(=O)c3ccccc3c3ccccc3c2=O)cc1 | 39%[activator] | -20% | -3% | 4% | 3% | -12 | 1% | -16% | ?
CCN(CC(=O)Nc1ccc(OC)cc1)C(=O)c1ccccc1Sc1ccccc1C#N | 23% | -12% | -3% | · | · | -4 | · | -3% | -9%
Cc1ccc(C(=O)NCC2CCCO2)cc1N1CCCC1=O (stereo unspecified) | ? | -6% | -6% | 3% | -5% | 0 | -1% | -4% | 23%
Cc1ccc(C(=O)Nc2cccc(-c3ccc(N4CCOCC4)nn3)c2)cc1 | ? | 9% | 4% | · | · | -6 | · | 1% | -14%
COc1cccc(/C=N/NC(=O)c2cnn(-c3ccccc3)c2N)c1 | 10% | -19% | 12% | 11% | -8% | -5 | -5% | -1% | 15%
CCOC(=O)CC(NS(=O)(=O)c1cc(-c2cc(C)no2)ccc1C)c1ccc(C)cc1 (stereo unspecified) | -12% | -19% | -2% | 3% | -16% | 1 | -8% | 6% | ·
S=c1[nH]c2cnccc2n1Cc1ccccc1 | 105%[activator] | -14% | -3% | 2% | -6% | 1 | -4% | -4% | 25%
CC1OC(Nc2ccc(OC(F)(F)F)cc2)C(O)C(O)C1O (stereo unspecified) | 5% | -6% | 0% | 23% | -7% | -8 | -2% | 1% | -1%
CCCN(CC1CC1)C(=S)Nc1ccccc1F | 3% | -10% | -7% | -10% | ? | -4 | -2% | 9% | -3%
O=C(Cn1ncc2c3ccccc3n(Cc3ccccc3)c2c1=O)N1CCCCCC1 | 27% | -21% | -2% | 2% | -12% | -3 | -4% | -10% | ·
CC(=O)Nc1ccc(NC(=O)CCCNC(=O)c2ccc(Cl)cc2)cc1 | 19% | 4% | -2% | 48% | 0% | -5 | -8% | -10% | 5%
CN=C1N[C@H](c2ccccc2)N(c2ccccc2)S1 | 10% | · | -12% | · | · | -7 | -1% | -15%[19.4 µM] | -7%
Cc1cccc(N=Nc2c(C)[nH]n(C(N)=S)c2=O)c1C | · | · | · | 2% | -9% | · | -8% | · | -2%
CCOc1ccc(C(C)=O)cc1CSc1nc(C)cc(C)n1 | -2% | -9% | -3% | 2% | 1% | 0 | -5% | -3% | 5%
CN1CCN(S(=O)(=O)c2ccc(Sc3nnc(-c4cccs4)n3-c3ccccc3)nc2)CC1 | -1% | -1% | -2% | 4% | 4% | -2 | 1% | -4% | -15%
COc1ccccc1CN(C)CC(=O)Nc1ccc(Cl)cc1C(F)(F)F | 15% | -18% | 4% | -21% | -8% | -23 | -3% | -13% | 4%
Cn1c(SCc2ccccc2F)nc2c([nH]c3ccccc32)c1=O | 25% | -17% | -2% | -2% | -20% | 1 | 0% | -3%[60.1 µM] | ·
Cc1ccc(CNC(=O)c2ccc(NS(=O)(=O)c3cccs3)cc2)cc1 | 2% | 7% | 2% | 15% | 0% | -5 | -4% | -4% | 30%
Cc1ccc(Cn2nnc3c(=O)[nH]c(C4CCCN(C(=O)Nc5ccc(F)cc5F)C4)nc32)cc1 (stereo unspecified) | ? | -6% | -2% | 48% | -23% | -4 | -2% | -3% | -1%

One compound at a time, as listed above. Order of screens: POLI inh	Pol eta inh	GRP78 ERSR act	Pol beta inh	Anesthetic bind	LDHA block	BLM inh	POLK inh	APE1 inh
Results for CCOc1ccc(C(C)=O)cc1CSc1nc(C)cc(C)n1 = -2%	-9%	-3%	2%	1%	0	-5%	-3%	5%
Results for O=C1CN(S(=O)(=O)c2cc(Br)ccc2Br)CCN1 = 10%	-11%	-5%	·	·	-3	·	8%	-7%
Results for Cc1ccc(C(=O)Nc2cccc(-c3ccc(N4CCOCC4)nn3)c2)cc1 = ?	9%	4%	·	·	-6	·	1%	-14%

(list continues)
molecule | POLI inh | Pol eta inh | GRP78 ERSR act | Pol beta inh | Anesthetic bind | LDHA block | BLM inh | POLK inh | APE1 inh
Cc1ccc2c(c1)NC(=O)C(CC(=O)Nc1ccccc1Cl)O2 (stereo unspecified) | -1% | 2% | 0% | 23% | 11% | -14 | -1% | 6% | ·
CCc1ccc(S(=O)(=O)NCCOc2cccc3cccnc23)cc1 | 38%[activator] | -12% | 2% | 44% | -18% | -2 | -2% | -9% | -13%
Cn1c(SCC(=O)Nc2nc3c(s2)CCCC3)nnc1-c1ccccc1 | 0%[58.9 µM] | 1% | -6% | 16% | ? | -4 | 0% | 1% | -5%
CCOC(=O)c1c(NC(=O)CSc2n[nH]c(N)n2)sc(CC)c1C | -6% | -10% | -2% | -10% | ? | 12 | -6% | -23% | -6%
O=C1CSC(c2ccccn2)N1c1ccc(Cl)c(Cl)c1 (stereo unspecified) | 14% | 6% | 0% | -3% | -16% | 0 | -8% | -9% | -2%
Brc1ccc(OCc2ccccc2)c(CNCc2ccncc2)c1 | -5% | -19% | -2% | 1% | -10% | -8 | 7% | -5% | 4%
Cc1cc(=O)oc2c3c(cc(OCC(=O)N4CCC[C@H]4C(=O)O)c12)OC(C)(C)CC3 | 25% | -10% | -2% | -6% | -6% | 1 | 2% | 23% | 18%
Cc1ccc(S(=O)(=O)NNC(=O)C(O)(c2ccccc2C)c2ccccc2C)cc1 | 13% | -10% | -1% | 14% | 2% | -2 | -3% | 8% | -5%
C/C=C/C(=O)OCC(=O)Nc1ccccc1Br | 64%[activator] | -3% | -2% | -11% | -20% | -5 | 0% | -6% | -4%
COc1ccccc1OCc1cc(C(=O)N2CCN(C)C(c3ccccc3)C2)no1 (stereo unspecified) | -4% | -11% | 2% | -27% | -23% | -6 | -12% | -8% | 0%
CCOc1ccccc1NC(=O)Cn1nnc(C(=O)NCCc2ccc(OC)c(OC)c2)c1N | -16% | -7% | -3% | -2% | -23% | 0 | -5% | 18% | 3%
COc1cc(NC(=O)C(C)C)ccc1NC(=O)c1cc2ccccc2o1 | 8% | -15% | 2% | 3% | 70%[activator] | -2 | -5% | -15% | -5%
O=C(/C=N/O)NCC1CCNCC1 | -12% | -11% | 0% | 19% | -4% | -5 | 1% | -8% | -4%
CC(C)N(C(=O)[C@H]1CC(CC(=O)NCCC2=CCCCC2)C(=O)N2CCc3c([nH]c4ccccc34)[C@]12C)C(C)C (stereo partly specified) | 28% | -21% | 0% | · | · | -2 | · | -12% | -26%
CC(C)N1CC(C(=O)Nc2cccc([N+](=O)[O-])c2)CC1=O (stereo unspecified) | 2% | -1% | -1% | 3% | -5% | 0 | -5% | -3% | 48%[activator]
O=C(NC1CCCC1)C(c1ccccc1)N(Cc1cccnc1)C(=O)Cc1cccs1 (stereo unspecified) | 112%[activator] | -13% | -3% | 39% | -4% | -4 | -2% | 3% | 20%
Cc1cccc(/C=N/N2CCN(c3ccccc3)CC2)c1 | 24% | -9% | 7% | 32% | 6% | -6 | -2% | -21% | 1%
CC1c2cc3c(cc2CCN1CC(=O)Nc1ccc(S(=O)(=O)N2CCCC2)cc1)OCCCO3 (stereo unspecified) | 6% | 2% | -4% | 28% | -8% | -1 | -9% | -10% | -10%
O=C(c1ccc(S(=O)(=O)N2CCCC2)cc1)N1CCN(S(=O)(=O)c2cccc(F)c2)CC1 | 123%[activator] | -20% | -4% | 8% | -11% | -4 | -1% | 0% | -7%
CC(=O)NC(CC(=O)Nc1cccc(S(=O)(=O)N2CCCC2)c1)c1ccccc1 (stereo unspecified) | 20% | -25% | -5% | 3% | -3% | -6 | 1% | -4% | 8%
C/C(=C\C(=O)c1ccncc1)Nc1ccccc1O | 5% | -9% | 1% | 19% | -22% | 8 | -2% | -12% | 4%
COc1c(C)cc(C(=O)C2CCCN(Cc3cnc(N4CCOCC4)s3)C2)cc1C (stereo unspecified) | 39%[activator] | -3% | -3% | -3% | -15% | 1 | -1% | 12% | -6%
